# Source: PubChem (several laboratories)
# zVAD death inh: inhibitors of zVAD-triggered necroptosis, primary screen, L929 cells. L929 zVAD necroptosis rescue, ATP luminescence, 24 h; with zVAD 60 µM. viability rescue, % at 10 µM. 0.38% of 220,000 active;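 active means activation, scaled between plate controls, above about 75%, limit read from the data; inactive means activation under that limit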;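 further: 0% = zVAD with DMSO and 100% = DMSO alone without zVAD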
# FXIa inh 1536: human FXIa protease inhibitors, primary screen, biochemical, 1536-well | Coagulation factor XI (Homo sapiens), P03951 | purified FXIa, Boc-Glu-Ala-Arg-AMC fluorogenic substrate | inhibition, % at 5 µM | 0.14% of 220,000 active | AID 798, 2007;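 active means inhibition of at least 40%; inactive means inhibition below 40%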;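 further: fluorescence of freed AMC excited at 355 nm; 0% = enzyme without compound and 100% = no enzyme blank; many of its hits are not listed in these tables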
# Wee1 degr inh: Wee1 degradation inhibitors, primary screen, cell-based, HeLa, Wee1K328M-luciferase, luminescence; 1.2% of 220,000 active; HeLa Luc-Wee1K328M stability; 100% = proteasome inhibitor MG132 effect; reporter increase, % at 5 µM; Wee1-like protein kinase (Homo sapiens), P30291;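 active means activation above the mean of all tested compounds plus 3 SD, set per screening run, cut at about 8.8% in these data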;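 further: cells exposed to compound for 20 h before luminescence read; 0% = DMSO alone and 100% = MG132 at 30 µM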
# Target sequence (P30291 whole entry K328M): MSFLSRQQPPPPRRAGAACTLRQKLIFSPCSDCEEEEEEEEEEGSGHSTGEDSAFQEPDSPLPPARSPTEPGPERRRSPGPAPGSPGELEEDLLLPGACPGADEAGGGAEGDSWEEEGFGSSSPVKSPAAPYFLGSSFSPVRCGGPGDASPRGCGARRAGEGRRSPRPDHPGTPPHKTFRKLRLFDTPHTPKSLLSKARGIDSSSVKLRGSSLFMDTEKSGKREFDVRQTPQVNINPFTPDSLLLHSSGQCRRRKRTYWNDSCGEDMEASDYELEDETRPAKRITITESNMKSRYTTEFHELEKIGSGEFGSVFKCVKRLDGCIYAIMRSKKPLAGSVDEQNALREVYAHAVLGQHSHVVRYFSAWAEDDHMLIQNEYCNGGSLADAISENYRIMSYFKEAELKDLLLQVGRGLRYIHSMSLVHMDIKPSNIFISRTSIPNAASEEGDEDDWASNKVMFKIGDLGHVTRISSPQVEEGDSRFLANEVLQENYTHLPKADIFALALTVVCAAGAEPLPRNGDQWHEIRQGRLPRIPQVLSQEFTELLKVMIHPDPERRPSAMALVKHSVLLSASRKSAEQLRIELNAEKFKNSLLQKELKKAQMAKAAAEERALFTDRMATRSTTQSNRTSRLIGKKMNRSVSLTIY
# EP2 antag: human EP2 receptor antagonists, primary screen, TR-FRET cAMP, C6 glioma cells; Prostaglandin E2 receptor EP2 subtype (Homo sapiens), P43116; C6 glioma cells expressing human EP2; cells stimulated with saturating PGE2; inhibition, % at 25 µM; 0.52% of 260,000 active; AID 1422, 2008;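 active means percent inhibition above 40 after rounding to a whole number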;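 further: rat C6 glioma host cells with rolipram phosphodiesterase inhibitor present; the protocol text gives 20 µM as final concentration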
# Target sequence (P43116 whole entry, looked up): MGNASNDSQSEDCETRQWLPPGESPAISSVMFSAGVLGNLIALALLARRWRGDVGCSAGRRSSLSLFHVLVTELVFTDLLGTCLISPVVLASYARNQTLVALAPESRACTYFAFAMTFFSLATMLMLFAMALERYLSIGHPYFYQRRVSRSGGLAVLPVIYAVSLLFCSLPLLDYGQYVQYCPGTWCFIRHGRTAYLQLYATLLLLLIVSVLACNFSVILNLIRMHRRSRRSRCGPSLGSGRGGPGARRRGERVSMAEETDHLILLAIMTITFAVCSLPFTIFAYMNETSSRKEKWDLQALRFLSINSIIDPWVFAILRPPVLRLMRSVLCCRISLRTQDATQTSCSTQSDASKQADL
# CHOP inhibitor: inhibitors of CHOP promoter induction, primary screen, cell-based, unfolded protein response, luciferase reporter; CHO-K1 CHOP-promoter luciferase, tunicamycin-induced, 15-18 h; inhibition, % at 10 µM; 3.8% of 220,000 active; AID 2732, 2010;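 active means compounds that reduced the stress-induced luciferase reporter signal by more than about 70% of percent inhibition, limit read from the data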;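 further: 0% = tunicamycin plus vehicle and 100% = wells without tunicamycin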
# FXIIa inh: human FXIIa protease inhibitors, primary screen, biochemical, 1536-well. Coagulation factor XII (Homo sapiens), P00748. 0.3% of 220,000 active. inhibition, % at 5 µM. purified FXIIa, Boc-QGR-AMC fluorogenic substrate, 2 h; in the data active means inhibition above about 40%;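 further: 0% = enzyme with no compound and 100% = blank without enzyme; many of its hits are not listed in these tables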
# TbHK1 inh: Trypanosoma brucei hexokinase 1 inhibitors, primary screen, biochemical, G6PDH-coupled NADH absorbance, MLSCN library. hexokinase 1 [Trypanosoma brucei]. recombinant TbHK1, G6PDH-coupled NADH A340. inhibition, % at 10 µM. 0.11% of 220,000 active;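 active means inhibition of 50% or more in the single-dose primary screen; inactive means inhibition below 50%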
# PPC-1+TRAIL kill: compounds killing PPC-1 cancer cells with TRAIL present, primary screen, TRAIL potentiator project, ATPLite luminescence, uHTS | PPC-1 cells + TRAIL, ATPLite viability luminescence | cell killing (% activity), % at 4 µM | 0.41% of 220,000 active;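 active means cell killing above 50% in the first pass at 4 µM, then a duplicate retest at 5 µM averaging 50% or more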;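 further: plate controls were cells with TRAIL plus DMSO for no effect and medium-only wells lacking cells for full effect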
# TNF death inh: inhibitors of TNF-alpha triggered necroptosis, primary screen, cell-based, Jurkat FADD-/-, single concentration; AID 463075, 2010; Jurkat FADD-/- TNF necroptosis rescue, ATP luminescence, 24 h; 0 = TNF only, 100 = no-TNF cells; 0.068% of 220,000 active; activation (protection from cell death), % at 10 µM;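 active means activation, meaning protection from cell death, of at least 50% relative to plate controls; inactive means activation below 50%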;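 further: necroptosis triggered by 40 ng/mL TNF-alpha added together with compound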
# Active calls of the source: *; x = no result given; & = joins results of further samples.
SMILES,zVAD death inh,FXIa inh 1536,Wee1 degr inh,EP2 antag,CHOP inhibitor,FXIIa inh,TbHK1 inh,PPC-1+TRAIL kill,TNF death inh
C=CCSc1nnc(NC(=O)CSc2nc3ccccc3[nH]2)s1,0.2,-5,-2,8,-4,-1,3,4,-0.4
O=C1c2ccccc2CN1CCSC(=S)N1CCSCC1,3.0,3,-1,6,-11,12,-2,7,0.9
Cn1c(SCC(O)c2ccccc2)nnc1-c1ccc2ccccc2c1 (stereo not given),3.0,2,5,17,5,6,-9,18,6.5
CCCS(=O)(=O)N1CCC(C(=O)N2CCOCC2)CC1,1.5,-6,-1,11,-44,6,3,18,0.8
O=C(N=Nc1c(O)[nH]c2ccccc12)c1cc(-c2cccs2)[nH]n1,1.3,5,0,5,-22,6,-30,6,-3.5
CCC(=O)c1ccc(OC)c(OC)c1O,0.1,0,8,7,-12,6,-9,21,0.5
O=C(OCC1OC2OC3(CCCCC3)OC2C2OC3(CCCCC3)OC12)c1ccccc1 (stereo not given),0.4,-7,3,13,21,3,-3,8,1.5
CCOC(=O)c1[nH]cnc1C(=O)Nc1ccccc1C,2.5,-5,-3,5,-7,2,-5,9,0.8
CCOc1ccc(CCNC(=O)C2CCN(S(=O)(=O)CC)CC2)cc1OCC,0.1,-5,-2,-4,33,4,3,3,-0.8
Cn1cnnc1SC1c2cccc3cccc(c23)C1NS(=O)(=O)c1ccccc1 (stereo not given),0.1,8,-2,4,-36,17,33,15,1.6
COC(=O)c1ccc[n+](CC(=O)c2ccc(Br)cc2)c1,0.1,4,-2,3,-8,5,13,7,1.4
O=c1c2c(n3nnnc3n1-c1ccccc1)-c1ccccc1CC21CCCC1,0.2,0,-1,20,50,16,3,12,-5.0
S=C(Nc1cc(Cl)ccc1Cl)Nn1cnnc1,-0.8,1,-2,1,-4,9,-5,2,0.2
CN1CCN(C(=O)c2ccc(COc3ccc(Cl)cc3Cl)cc2)CC1,1.2,8,-3,7,12,13,-2,27,-0.9
CC(C)(C)c1ccc(C(=O)NCc2ccccc2)cc1,30,1,2,5,-16,10,2,14,1.0
COc1cc(/C=C(\C#N)C(=O)N2CCc3ccccc32)ccc1O,-0.4,1,-3,8,4,5,-12,5,2.0
CNNC(=S)NC1CC2CC1C1C=CCC21 (stereo not given),1.4,9,1,13,-3,12,-14,-4,0.7
CN(C)C(=O)c1ccc(OCC(F)(F)F)nc1,0.1,7,-1,5,-5,12,-3,9,-0.2
Cc1ccc(S(=O)(=O)NCCCCCC(=O)Nc2ccccc2C)cc1,0.7,4,-1,14,-12,6,0,24,2.5
CC(C)Oc1ccc(CCC(=O)N/N=C/c2ccncc2)cc1,0.3,2,8,0,1,9,-7,3,0.0
COc1ccccc1C1CC(c2ccccc2)=NN1S(=O)(=O)c1ccccc1 (stereo not given),0.2,3,-2,5,14,3,-7,12,0.3
Cc1ccc(C(=O)N2CC(C)SC2=Nc2cccc(S(=O)(=O)N(C)C)c2)cc1 (stereo not given),2.0,6,4,11,-6,6,0,7,-1.1
COC(=O)[C@H](C)NC(=O)NCCC1=CCCCC1,4.9,1,0,8,3,9,-2,6,-1.3
O=C(CNC(=O)c1ccccc1C(=O)O)c1ccccc1,0.0,7,0,6,-3,14,-8,-2,-2.0
CC(C)C(=O)Nc1ccc(C(=O)NNC(=O)C(c2ccccc2)c2ccccc2)cc1,0.3,-8,0,3,18,4,-3,-32,-2.2
# (further entries)
SMILES,zVAD death inh,FXIa inh 1536,Wee1 degr inh,EP2 antag,CHOP inhibitor,FXIIa inh,TbHK1 inh,PPC-1+TRAIL kill,TNF death inh
CC(C)(CNCC(O)c1ccccc1)N1CCOCC1 (stereo not given),0.9,-7,0,10,16,-11,4,15,-2.4
COc1ccccc1N1CCN(c2ncnc3c2oc2ccccc23)CC1,0.5,3,-1,20,53,8,-3,-24,-11
CC(C)n1c(C(O)c2ccccc2)nc2ccccc21 (stereo not given),0.5,0,-1,11,-24,17,6,-7,-0.1
Cc1nn2c(N3CCN(C)CC3)c3c(nc2c1-c1ccccc1)CCCC3,-0.7,-3,-1,17,11,-1,-21,-9,5.8
COc1ccccc1Nc1nc(N)nc(CN2CCc3ccccc3C2)n1,-0.7,4,1,18,-4,12,1,-7,-1.7
O=C(CN1CCN(Cc2ccccc2)CC1)Nc1ccc(-n2cnnn2)cc1,0.0,-4,1,12&5,-3,4,4,2,1.2
Cc1ccc(-n2c(SCC(N)=O)nc(O)cc2=O)cc1,0.1,7,0,8,6,10,-2,11,1.8
O=C(Nc1ccc(O)cc1)/C(=C/c1ccco1)NC(=O)c1ccccc1,0.2,1,12*,5,7,8,-52,2,1.0
O=C(CSc1ncn(-c2ccccc2)n1)Nc1ccc2c(c1)OCCO2,2.2,-8,3,9,20,-6,4,10,0.3
CCS(=O)(=O)CCSc1nc(C)cc(C)n1,0.0,-1,-2,2,4,2,-4,15,-3.2
CCC(=O)NC(=S)Nc1ccc(NC(=O)c2ccc(C)c([N+](=O)[O-])c2)cc1,0.6,7,-2,3,20,10,-3,32,1.6
COC(=O)c1sccc1NC(=O)CSCCc1ccccn1,0.6,-1,0,7,-13,13,3,-14,-0.5
COc1ccccc1-n1c(SCC(=O)NC2CCS(=O)(=O)C2)nc2cc([N+](=O)[O-])ccc21 (stereo not given),1.1,7,3,7,5,8,-7,15,2.1
Clc1ncc(CN2CCN(Cc3ccccc3)CC2)s1,-0.1,11,-3,12,1,17,-3,12,-0.7
O=C(NCc1nnc(SCc2ccc(C(F)(F)F)cc2)n1-c1ccccc1)C12CC3CC(CC(C3)C1)C2,1.2,-1,0,3,61,2,-1,-10,3.4
C=C(C)C1CC=C(C)/C(=N/NC(=S)Nc2ccccc2)C1 (stereo not given),0.4,7,5,10,18,18,1,12,0.9
COC(=O)c1sc(N)c(C(=O)OC)c1COC(=O)CCNS(=O)(=O)c1ccc(C)cc1,1.6,5,1,14,15,15,-15,20,6.1
CC1=C(C(N)=O)S(=O)(=O)c2ccccc21,-0.2,-3,-2,5,1,5,-3,2,4.9
Cc1cc(=O)oc2cc(NC(=O)CCCC(=O)O)ccc12,1.1,-2,0,x,-22,3,-30,4,0.4
O=C1c2ccccc2C(Nc2ccc(F)c(Cl)c2)N1c1ccccn1 (stereo not given),-0.7,1,-2,1,33,9,0,20,0.0
COC(=O)c1ccccc1NC(=O)CSc1nc(N)cc(=O)[nH]1,66,-4,1,9,-28,9,11,12,-1.7
Cc1c(C(=O)NCc2ccccc2)c(-c2ccccc2)nn1-c1ccccc1,1.4,-7,0,6,32,8,-6,5,-1.4
Cc1ccc(S(=O)(=O)CC(=O)NC(C)(C)C)cc1,0.2,6,0,7,-5,15,-3,2,-1.7
COC(=O)CCCCCCCCC(=O)Nc1nc2ccccc2s1,0.2,9,1,11,67,10,3,-3,-0.5
CCN(CC)c1nc2n(c(=O)n1)CCO2,0.2,-10,-1,18,1,-2,3,11,-0.7
# The list continues.
SMILES,zVAD death inh,FXIa inh 1536,Wee1 degr inh,EP2 antag,CHOP inhibitor,FXIIa inh,TbHK1 inh,PPC-1+TRAIL kill,TNF death inh
CC1(C)Cc2cccc(OCC(N)=O)c2O1,0.8,2,4,7,-4,18,-2,-13,-0.2
CC(C)NC(=O)c1cccc(Cn2cc(Cl)cn2)c1,0.0,3,1,4,-10,16,1,10,-2.1
O=C(NCc1cccnc1)c1cnc2n(c1=O)CCS2,-0.2,16,4,12,14,24,-5,23,0.1
N=C(c1cccc([N+](=O)[O-])c1)N1CCCCCC1,-0.7,5,1,0,16,10,-5,8,0.0
CC(NC(=O)COC(=O)c1cn(-c2ccccc2)nc1-c1cccs1)c1ccccc1 (stereo not given),0.6,-2,1,3,90*,5,3,-3,1.4
CCOC(=O)C1CCN(C(=O)C2CC(=O)N(c3ccc(C)cc3)C2)CC1 (stereo not given),0.1,3,-1,-2,-20,22,1,-8,-1.7
CCOC(=O)CN1CC23C=CC(O2)C(C(=O)NCc2cccs2)C3C1=O (stereo not given),-0.8,3,-2,20,5,8,-1,-4,-1.2
Cc1cc2c(c(=O)n1Cc1ccc3c(c1)OCO3)C(c1cccnc1)C(C#N)=C(N)O2 (stereo not given),0.1,5,1,4,27,17,-2,4,-0.9
N/C(=N\OC(=O)c1ccccc1)c1ccncc1,0.4,-4,6,8,-16,7,2,24,-0.4
COC(=O)c1ccc(CSc2nc(N3CCOCC3)c3c(c2C#N)CC(C)(C)OC3)o1,-0.4,3,-2,10,42,1,3,17,0.2
CC1CCCCC1NC(=O)CCCn1c(=S)[nH]c2ccccc2c1=O (stereo not given),3.8,2,0,8,26,4,0,-4,0.3

# By substructure: the compounds so far with two or more sulfur atoms (8)
SMILES,zVAD death inh,FXIa inh 1536,Wee1 degr inh,EP2 antag,CHOP inhibitor,FXIIa inh,TbHK1 inh,PPC-1+TRAIL kill,TNF death inh
C=CCSc1nnc(NC(=O)CSc2nc3ccccc3[nH]2)s1,0.2,-5,-2,8,-4,-1,3,4,-0.4
O=C1c2ccccc2CN1CCSC(=S)N1CCSCC1,3.0,3,-1,6,-11,12,-2,7,0.9
Cn1cnnc1SC1c2cccc3cccc(c23)C1NS(=O)(=O)c1ccccc1 (stereo not given),0.1,8,-2,4,-36,17,33,15,1.6
Cc1ccc(C(=O)N2CC(C)SC2=Nc2cccc(S(=O)(=O)N(C)C)c2)cc1 (stereo not given),2.0,6,4,11,-6,6,0,7,-1.1
CCS(=O)(=O)CCSc1nc(C)cc(C)n1,0.0,-1,-2,2,4,2,-4,15,-3.2
COC(=O)c1sccc1NC(=O)CSCCc1ccccn1,0.6,-1,0,7,-13,13,3,-14,-0.5
COc1ccccc1-n1c(SCC(=O)NC2CCS(=O)(=O)C2)nc2cc([N+](=O)[O-])ccc21 (stereo not given),1.1,7,3,7,5,8,-7,15,2.1
COC(=O)c1sc(N)c(C(=O)OC)c1COC(=O)CCNS(=O)(=O)c1ccc(C)cc1,1.6,5,1,14,15,15,-15,20,6.1

# An excerpt; rates above refer to the full screens.
